GPR35 antagonists = GPR35 antagonists blocking zaprinast-driven arrestin recruitment, primary screen, imaging, U2OS, beta-arrestin-GFP, zaprinast agonist (AID 2058); 0.052% of 290,000 active; U2OS GPR35 beta-arrestin-GFP translocation imaging, zaprinast antagonism; higher % means a stronger effect; inhibition, % at 10 µM; hits with a dose series show IC50 in µM;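 active = inhibition of at least 50% with at least 30 cells and total cytoplasm GFP at most 10,000,000; inconclusive = under 30 cells or total GFP of 10,000,000 plus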
GPR55 LPI antagonism = GPR55 antagonists blocking LPI-driven arrestin recruitment, primary screen, imaging, U2OS, beta-arrestin-GFP, LPI agonist (AID 2013) | U2OS GPR55 beta-arrestin-GFP translocation imaging, LPI antagonism; higher % means a stronger effect | 0.13% of 290,000 active | one-dose inhibition, % at 10 µM; IC50 in µM for titrated hits;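 active = spots per cell inhibited over 60%, with over 100 cells counted and total cytoplasm intensity under 500,000; inconclusive = wells with under 100 cells, flagged as likely toxic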;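 also: U2OS cells stably carrying GPR55 and arrestin-GFP stimulated by 5 µM LPI near EC80; imaged beta-arrestin-GFP aggregate spots per cell after agonist stimulation; plate controls were LPI-stimulated DMSO wells for no effect and DMSO wells without LPI for full effect; some results filed as inactive read as strong as hits; confirmed hits need IC50 under 10 µM and bright autofluorescent wells are also inconclusive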
RSV CPE inhibition = RSV antiviral activity via CPE protection, HEp-2 cells, primary 10 µM value included (AID 2391) | HEp-2 cells, RSV-induced CPE inhibition; higher % means a stronger effect | CPE inhibition, % at 10 µM, or IC50 in µM where a hit was titrated | 0.13% of 310,000 active; in the data active = a potency from the dose series; inconclusive = CPE inhibition mostly from about 23% at the one dose, without a potency; inactive = the rest, 99 in 100 with CPE inhibition below about 21%; also: strong numbers were not always called active
SV40 large T antigen = SV40 large T antigen inhibitors, biochemical (AID 1903); SV40 large T antigen ATPase/helicase inhibition assay; higher % means a stronger effect; inhibition, % at 20 µM, or IC50 in µM where a hit was titrated; 0.39% of 310,000 active; in the data active = a potency from the dose series; inconclusive = inhibition mostly from about 32% at the one dose, without a potency; inactive = the rest, 99 in 100 with inhibition below about 32%; also: strong numbers were not always called active
Dengue-2 NS5 capping = Dengue-2 NS5 methyltransferase inhibitors, primary screen, biochemical, confirmation dose response (AID 588689) | Dengue-2 NS5 methyltransferase capping enzyme assay, biochemical; higher % means a stronger effect | one-dose inhibition, % at 25 µM; IC50 in µM for titrated hits | 0.3% of 340,000 active; in the data active = a potency from the dose series; inconclusive = inhibition above about 29% without an active follow-up result
Salmonella PhoP GFP = inhibitors of PhoP regulon expression, primary screen, Salmonella Typhimurium, GFP reporter (AID 1863). S. Typhimurium PhoP-regulated promoter GFP reporter, 4 h; higher % means a stronger effect. inhibition, % at 50 µM; hits with a dose series show IC50 in µM. 0.16% of 300,000 active;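 active = inhibition over 29.93%, a cutoff 3 SD above the screen mean, later confirmed by dose response; inconclusive = inhibition over 29.93% but no dose response follow-up; inactive = inhibition at most 29.93% or unconfirmed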;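 also: 0% = low Mg2+ inducing control and 100% = high Mg2+ repressing control; strong numbers were not always called active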
Rac1 GTP hydrolysis = MgcRacGAP GTPase-activating activity inhibitors, confirmation, biochemical, ADP Hunter fluorescence. MgcRacGAP-stimulated Rac1 GTP hydrolysis, ADP Hunter fluorescence; higher % means a stronger effect; GST-tagged Rac1 F28L mutant substrate. inhibition, % at 30 µM; hits with a dose series show IC50 in µM. 0.6% of 340,000 active;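 active = first-screen hits whose inhibition reached a set limit at any dose in the follow-up dose series; inconclusive = inhibition above the set first-screen limit but never retested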;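 also: fluorescence reports GDP produced by GAP-driven GTP hydrolysis; strong numbers were not always called active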
HIV fusion peptide = inhibitors of HIV fusion peptide binding, primary screen, biochemical, uHTS, fluorescence dequenching (AID 1986); inhibition, % at 20 µM, or IC50 in µM where a hit was titrated; 0.3% of 290,000 active; cell-free peptide binding, fluorescence dequenching, 30 min; higher % means a stronger effect; in the data active = inhibition mostly above about 52%, no sharp cut-off; inactive = mostly below about 76%; also: some results filed as inactive read as strong as hits
UTI89 phage lysis = protection from phage-mediated lysis, alamar blue read-out – E. coli UTI89, K1F phage, bacterial capsule biogenesis inhibitors (AID 488966). E. coli UTI89 K1F phage lysis, alamar blue, 2 h; higher % means a stronger effect. inhibition, % at 100 µM; hits with a dose series show IC50 in µM. 0.02% of 340,000 active;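 active = phage lysis inhibition, versus mean bacterial control, above a set limit; inconclusive = no clear call, values can overlap the other calls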;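 also: capsule biogenesis inhibitors block K1F phage lysis so surviving cells raise fluorescence; higher fluorescence means more inhibition of phage lysis; actives were called in the ten point dose series up to 300 µM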
The depositor's hits bear a star; ? = inconclusive; · = not tested or not shown; [ ] = another dose, or the depositor's remark.

SMILES | GPR35 antagonists | GPR55 LPI antagonism | RSV CPE inhibition | SV40 large T antigen | Dengue-2 NS5 capping | Salmonella PhoP GFP | Rac1 GTP hydrolysis | HIV fusion peptide | UTI89 phage lysis
Cc1ccc(NC(=S)NNC(=O)c2ccc(N3CCOCC3)c([N+](=O)[O-])c2)cc1Cl | -6% | 4% | 8.3% | 29% | 10% | -7% | 6% | 22% | 1.7%[50 µM]
CCOC(=O)c1sc(NC(=O)C2CC(=O)N(c3ccc(C)cc3)C2)nc1C (configuration not stated) | -5% | -4% | 2.7% | 12% | -2% | -4% | 2% | 2.5% | -0.1%
CCCS(=O)(=O)N1CCC(C(=O)NCCCN(C)Cc2ccccc2)CC1 | -8% | 4% | -0.6% | -2% | 3% | 9% | 9% | 0.1% | 0.1%
Cc1nnc(-c2ccc(Cl)cc2)nc1NCCN(C)C | -21% | 12% | 0.5% | 9% | -8% | 6% | 18% | 1.5% | 0.2%
Fc1ccccc1NC(=S)Nn1cnnc1 | -19% | 14% | 0.3% | 7% | -4% | -7% | 7% | -2.4% | 0.0%
C[C@H](NC(N)=O)C(=O)Nc1ccc(N2CCOCC2)c(S(=O)(=O)Nc2ccc(Cl)cc2)c1 | · | · | -0.1% | · | 10% | · | 20% | · | 0.1%[50 µM]
Cc1ccc(S(=O)(=O)N[C@@H](C)C(=O)OCC(=O)N2c3ccccc3NC(=O)C2(C)C)cc1 | · | · | -0.7% | · | 3% | · | 0% | · | 0.4%[50 µM]
COc1ccc(C(=O)NC2CCN(C(=O)NC3CCCCC3)CC2)cc1 | -3% | 4% | -0.8% | 3% | -8% | -4% | 3% | 23% | -2.6%
Cc1ccoc1C(=O)Nc1ccc2ccccc2c1 | 12% | 0% | 9.2% | 8% | -2% | 6% | 13% | 0.4% | -0.2%
Cc1ccc(C2=N/C(=C\c3cccnc3)C(=O)O2)cc1 | -2% | 6% | 1.1% | 13% | -1% | 14% | 5% | 3.3% | 3.8%
O=C(NCCC(=O)N1CCc2ccccc21)c1ccco1 | 11% | 10% | 1.3% | 13% | -4% | 4% | 1% | 0.4% | 0.1%
COc1ccc(Cl)cc1NC(=O)CSc1sc2c(O)cc(=O)[nH]c2c1C#N | 5% | 7% | -0.2% | 12% | -11% | -1% | 15% | 29% | -0.2%
CCOC(=O)Cc1csc(NC(=S)NC(=O)c2ccccc2)n1 | 10% | 1% | 0.6% | 4% | -8% | -2% | 1% | -0.4% | 0.0%
O=C(c1ccc([N+](=O)[O-])cc1)N1CCN(C(=O)C2CCCCC2)CC1 | -1% | 4% | 1.3% | 6% | 1% | -3% | 3% | 0.7% | -0.1%
Cc1cccc(C)c1NC(=O)CCCSc1nnnn1C | 13% | 15% | 0.9% | 8% | 1% | -1% | 3% | 10% | 0.8%
COc1ccccc1CCNC(=O)CSc1nc(-c2ccco2)cc(C(F)(F)F)n1 | 5% | 5% | 0.3% | 6% | 2% | 11% | 7% | 0.5% | -1.1%
COc1ccccc1NC(=O)Cc1cccs1 | 1% | 0% | 0.3% | 2% | -8% | 12% | 3% | -1.7% | -0.2%
CCOP(=O)(OCC)C(Nc1ccc(C)cc1)c1ccco1 (configuration not stated) | -1% | 3% | 2.3% | 10% | 2% | -8% | 8% | 2.6% | -0.3%
CCOc1ccc2noc3c2c1C(=O)c1ccccc1-3 | 9% | 4% | -0.4% | 25% | ? | 6% | 7% | 28% | 0.0%
CCc1nc(OCCN(C)C)c2oc3ccccc3c2n1 | -10% | -2% | 0.3% | 1% | -1% | 7% | 10% | -0.3% | 0.1%
COc1ccc(N2CCN(c3nc(Nc4ccc(F)cc4)nc(OC)n3)CC2)cc1 | -1% | 31% | · | -3% | · | 2% | · | 3.8% | ·
O=C(Nc1ccc2c(c1)OCCO2)C1CCCN(S(=O)(=O)c2cnc[nH]2)C1 (configuration not stated) | 13% | 8% | -0.4% | 9% | 1% | 4% | 0% | 1.1% | -6.7%
CCC1C(=O)N=C(SCC(=O)NC2CCCCC2)NC1=O (configuration not stated) | 2% | -4% | 2.7% | 10% | -5% | -5% | 3% | 0.6% | 0.3%
O=C(COC(=O)CNS(=O)(=O)c1ccc(Br)cc1Cl)NCCc1ccccc1 | -3% | 8% | 2.4% | 5% | -7% | -3% | 8% | 2.5% | -0.2%
CN(CC(=O)Nc1ccc(N2CCOCC2)cc1)C(=O)CCCOc1ccc(Cl)cc1Cl | · | · | 18% | 20% | 7% | -6% | 5% | · | 1.4%[50 µM]
Cc1oc(-c2cc(F)cc(F)c2)nc1CN1CCN(C(=O)c2ccco2)CC1 | -4% | 2% | 1.4% | 11% | -6% | -3% | 9% | 1.1% | -0.5%[50 µM]
COC(=O)[C@@]1(Cc2ccccc2)C=C[C@@H](C)N1C(C)=O | · | · | 0.1% | 5% | -6% | 8% | 7% | · | 3.3%
Nc1nonc1C(=O)NCCNS(=O)(=O)c1ccc(F)cc1 | 0% | 4% | 0.3% | 7% | -3% | -8% | 8% | 2.2% | 3.3%
COC(=O)C1CCN(S(=O)(=O)c2c(C)n(C)c(=O)n(C)c2=O)CC1 | 4% | 15% | 2.3% | 3% | -3% | -4% | 7% | 1.2% | 1.1%
O=C(c1cccc(F)c1)N1CCc2ccccc21 | 5% | -12% | 1.0% | 9% | -2% | 9% | 3% | -0.4% | 5.4%
CC(=O)C1C(c2ccc(F)cc2)C2C(C)=NN=C2CC1(C)O (configuration not stated) | -7% | 9% | 0.6% | 16% | -10% | -9% | 8% | -1.4% | 0.1%
O=C(Cn1cccc1C(=O)c1ccccc1)NCCc1ccc(Cl)cc1 | -6% | 22% | 0.4% | 27% | -10% | -9% | 4% | 1.2% | 0.0%
O=C1CN(C(=O)c2ccccc2F)c2ccccc2N1 | -4% | -1% | 0.2% | 6% | 1% | -2% | -2% | -2.1% | 4.6%
CC(=O)Nc1ccc(/C(C)=N/NS(=O)(=O)c2ccccc2)cc1 | 15% | -9% | 0.7% | 16% | -6% | 0% | 8% | 1.5% | 2.9%
CC1Cc2ccccc2N1C(=O)Cn1nc(C(=O)O)c2ccccc2c1=O (configuration not stated) | -5% | 5% | -0.8% | 11% | -9% | 2% | 8% | -0.8% | 0.0%
CCOC(=O)CC1=C(C#N)C(c2cccnc2)C(C(=O)OCC)=C(N)O1 (configuration not stated) | -2% | 11% | 1.1% | 6% | -3% | -16% | 8% | 11% | 0.1%
CC1=Nc2ccccc2/C1=C/c1c(N)n2c(S(=O)(=O)C(C)C)nsc2nc1=O | 2% | -13% | 2.8% | 19% | 11% | -8% | 19% | 46% | -0.1%
O=C(Nc1ccnn1C1CCN(CCCc2ccccc2)CC1)c1ccccc1 | 7% | -14% | -0.3% | 3% | 1% | 0% | 4% | 0.1% | 0.1%
COc1ccc(C(=O)Cn2cnc3ccccc3c2=O)cc1 | 0% | -14% | 2.2% | 8% | 1% | 10% | 5% | 1.2% | -0.6%
COc1cccc(OC)c1C(=O)NC(=S)Nc1ccc2c(c1)OCCO2 | -20% | 2% | 1.4% | 9% | -7% | 4% | 6% | -1.4% | -0.3%
O=c1oc2ccccc2cc1-c1csc(Nc2ccc(O)cc2)n1 | -2% | 0% | 50% | 13% | -4% | 1% | 70µM* | 0.5% | 0.5%
CC(C)OCCCNC(=O)c1ccc2c(c1)S(=O)(=O)c1ccccc1C2=O | -15% | 3% | 2.6% | 9% | -6% | -4% | 8% | 0.8% | 0.4%[50 µM]
CN(C)CCNC(=S)Nc1ccc(Cl)cc1Cl | 7% | 5% | -2.1% | -59% | · | 3% | 2% | -1.1% | 3.1%
Cc1ccc(-c2nnc(N3CCOCC3)c3ccccc23)cc1S(=O)(=O)NCC1CCCO1 (configuration not stated) | -8% | 0% | -0.1% | 2% | -2% | -1% | 12% | 3.9% | -0.3%
Cc1ccc(C)c(N2CCN(C(=O)Cn3c(=O)oc4cc(S(=O)(=O)N5CCCC5)ccc43)CC2)c1 | 6% | -14% | -0.1% | · | -6% | · | 3% | 0.9% | 1.2%
COCCn1c(SCC(=O)Nc2cc(C)on2)nc2ccccc21 | 8% | -1% | 1.5% | 4% | -3% | -3% | 4% | 0.0% | 2.0%
COc1ccc([N+](=O)[O-])cc1NC(=O)C(C)N1CCCC1 (configuration not stated) | -1% | -6% | 0.8% | 13% | -1% | 4% | 4% | 0.6% | 0.3%
CCc1ccc(OCC(=O)Nc2ncn[nH]2)cc1 | -13% | 9% | 2.8% | 5% | -5% | -5% | 12% | -1.2% | 4.0%
O=c1[nH]c(SCc2cccc(F)c2)nc2ccccc12 | -5% | 10% | 0.9% | 1% | 0% | -1% | -1% | -1.9% | -0.6%
O=C(CSc1c2c(nc3cc(Cl)ccc13)CCCC2)NCCN1CCOCC1 | -2% | 8% | 1.2% | 13% | -23% | -1% | 1% | -0.2% | -0.1%
O=C(Nc1ccccc1F)n1ncc2cc(Cl)ccc21 | -11% | 2% | 2.8% | 3% | -2% | 5% | 3% | 0.7% | 0.5%
O=C(NCC1COc2ccccc2O1)C1CCCN(S(=O)(=O)c2cnc[nH]2)C1 (configuration not stated) | -2% | -10% | -0.6% | · | 0% | · | 0% | -1.0% | -5.2%
Cc1onc(-c2ccccc2)c1C(=O)Nc1cccc2nsnc12 | 14% | -11% | -0.6% | 9% | 2% | -9% | 8% | -0.6% | 1.7%
Cc1cc(/C=C2\Sc3ccccc3N2C)cc(C)[n+]1CC1CCCO1 (configuration not stated) | 1.4µM* | ? | · | 11% | · | -22% | · | 2.1% | ·
COc1nonc1NC(=O)CSc1nc2ccccc2[nH]1 | -10% | -10% | 1.1% | 1% | 0% | 16% | 10% | -1.2% | 1.2%
COc1ccc(OC)c(NC(=O)COc2coc(CN3CCCc4ccccc43)cc2=O)c1 | · | · | 4.3% | 28% | -3% | 4% | 6% | · | 0.9%[50 µM]
O=C(CN1CCOCC1)Nc1cccc(Cl)c1Cl | -11% | 3% | 2.8% | -1% | -1% | 4% | -11% | 0.9% | 0.0%
NC(=O)c1ccc2nc(-c3ccccc3)c(-c3ccccc3)nc2c1 | -12% | -8% | 3.6% | 5% | -2% | 0% | 6% | -1.4% | 0.9%[50 µM]
